NCOA3 inh = inhibitors of human steroid receptor coactivator 3 (SRC3); AID 588352; 0.17% of 360,000 active; Q9Y6Q9; inhibition, % at 3.6 µM; HEK293 GAL4-SRC3 luciferase reporter, luminescence;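 active = inhibition above a per-campaign cutoff, the mean of all compounds plus 3 SD, cut at about 60% in these data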;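 note: 0% = DMSO-treated cells and 100% = gossypol-treated cells at 36 µM; higher means less SRC3-driven luciferase light from the GAL4 reporter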
COUP-TFII inh = NR2F2 (human) inhibition, primary screen. P24468. HEK293T NGFI-A luciferase reporter, luminescence. inhibition, % at 8.6 µM. 0.7% of 370,000 active;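 active = inhibition above a per-plate cutoff, mean inhibition of test wells between control levels plus 3 SD, cut at about 38% in these data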;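 note: cells cotransfected with COUP-TFII expression vector driving the NGFI-A reporter; 0% = median of COUP-TF2 test wells and 100% = reporter-only cells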
TRAIL sens C8 = sensitizes caspase-8 expressing cells to TRAIL. inhibition (viability loss, TRAIL sensitization), % at 10 µM. NB7+C8 cells + TRAIL, ATPlite viability luminescence. 1% of 360,000 active;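 active = compounds causing at least 50% loss of cell viability in the single-dose screen, relative to plate controls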
TROY NFkB inh = inhibitors of TROY-dependent NF-kB signaling; inhibition, % at 10 µM; Q293 LMP1-TROYcd NF-kB luciferase reporter, 4 h; 0.98% of 360,000 active;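 active = compounds whose plate-normalised and pattern-corrected inhibition of the luciferase reporter signal at the single screening dose is 50% or more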
KKLEB cytotox = counter-screen for CF NF-kB inhibitors: cytotoxicity; activity change (cytotoxicity), % at 5 µM; KKLEB CF airway cells viability, ATPlite luminescence, overnight; hits give low values; cells stimulated with P. aeruginosa culture filtrate; 0.36% of 360,000 active;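 active = corrected activity change at or below -50% at 5 µM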
SRC1 inh = inhibits human SRC1 coactivator | inhibition, % at 3.6 µM | HEK293 GAL4-SRC1 luciferase reporter, luminescence | Q15788 | 0.12% of 360,000 active | AID 588354;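 active = inhibition above the campaign mean plus 3 SD, with each screening campaign given its own cutoff, cut at about 60% in these data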;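 note: 0% = DMSO treated cells and 100% = gossypol at 36 µM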
Target sequence (Q15788 whole entry, looked up, the tested form may be a part): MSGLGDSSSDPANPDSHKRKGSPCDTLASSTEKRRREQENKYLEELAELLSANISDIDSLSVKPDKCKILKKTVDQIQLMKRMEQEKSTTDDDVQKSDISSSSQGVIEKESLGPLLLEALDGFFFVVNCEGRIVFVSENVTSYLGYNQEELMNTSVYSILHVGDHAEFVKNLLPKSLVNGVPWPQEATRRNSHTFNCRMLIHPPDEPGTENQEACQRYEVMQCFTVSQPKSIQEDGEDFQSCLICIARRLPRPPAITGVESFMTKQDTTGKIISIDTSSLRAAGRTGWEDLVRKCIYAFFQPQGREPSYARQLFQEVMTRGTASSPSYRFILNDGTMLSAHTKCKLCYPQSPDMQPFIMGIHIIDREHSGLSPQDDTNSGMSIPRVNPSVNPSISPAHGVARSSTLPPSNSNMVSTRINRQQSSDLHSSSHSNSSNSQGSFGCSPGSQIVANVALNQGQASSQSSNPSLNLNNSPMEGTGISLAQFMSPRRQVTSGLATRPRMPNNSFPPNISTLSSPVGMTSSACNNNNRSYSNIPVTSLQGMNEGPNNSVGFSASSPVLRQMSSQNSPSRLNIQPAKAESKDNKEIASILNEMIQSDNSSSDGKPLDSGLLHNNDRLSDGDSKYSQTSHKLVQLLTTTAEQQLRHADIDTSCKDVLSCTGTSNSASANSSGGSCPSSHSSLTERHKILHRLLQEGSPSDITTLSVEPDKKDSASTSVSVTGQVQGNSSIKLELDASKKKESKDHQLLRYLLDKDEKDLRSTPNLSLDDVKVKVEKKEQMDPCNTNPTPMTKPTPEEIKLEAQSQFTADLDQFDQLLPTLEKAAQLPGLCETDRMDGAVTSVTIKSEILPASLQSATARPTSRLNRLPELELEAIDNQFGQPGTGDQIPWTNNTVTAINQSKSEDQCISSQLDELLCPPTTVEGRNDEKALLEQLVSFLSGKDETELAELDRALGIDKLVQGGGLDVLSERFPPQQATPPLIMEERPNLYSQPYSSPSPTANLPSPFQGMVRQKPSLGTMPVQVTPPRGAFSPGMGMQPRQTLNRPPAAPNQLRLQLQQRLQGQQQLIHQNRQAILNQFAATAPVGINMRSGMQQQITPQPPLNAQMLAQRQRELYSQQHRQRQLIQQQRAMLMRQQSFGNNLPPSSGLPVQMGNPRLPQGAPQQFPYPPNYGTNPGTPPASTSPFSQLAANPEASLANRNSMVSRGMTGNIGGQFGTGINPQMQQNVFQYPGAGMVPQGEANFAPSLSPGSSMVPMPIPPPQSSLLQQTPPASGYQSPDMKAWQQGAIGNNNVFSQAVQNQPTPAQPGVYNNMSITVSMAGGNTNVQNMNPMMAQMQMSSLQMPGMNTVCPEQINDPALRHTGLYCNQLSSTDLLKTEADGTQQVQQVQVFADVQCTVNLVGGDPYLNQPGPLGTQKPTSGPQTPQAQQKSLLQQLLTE
NR5A2 inv ag = NR5A2 inverse agonism in reporter assay | O00482 | HEK293T StAR-luciferase reporter, LRH-1 transfected, 24 h | inhibition, % at 3.6 µM | 0.13% of 360,000 active | AID 602396;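 active = inhibition above the mean inhibition of all tested compounds plus 3 SD, cut at about 73% in these data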;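 note: 0% = DMSO wells and 100% = reporter-only cells lacking LRH-1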
CF NFkB inh = cystic fibrosis NF-kB activation inhibition; KKLEB NF-kB-GFP reporter, PAF-induced, GFP fluorescence overnight; inhibition, % at 5 µM; 0.86% of 360,000 active;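 active = at least 50% inhibition at 5 µM, scaled per plate between neutral and stimulator controls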;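 note: PAF is a Pseudomonas aeruginosa culture filtrate used as stimulus; plate controls were PAF-stimulated DMSO wells for no effect and unstimulated DMSO wells for full effect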
EBV LMP1 NFkB = Epstein-Barr LMP1 NF-kappaB reporter inhibition; LMP1-induced NF-kappaB luciferase reporter cells, luminescence; inhibition, % at 12.5 µM; 0.69% of 350,000 active; AID 504558; in the data active = inhibition above about 41%;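 note: 0% = neutral control wells and 100% = reference inhibitor control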
SRC2 inh = human SRC2 (NCOA2) inhibition | Q15596 | HEK293 GAL4-SRC2 luciferase reporter, luminescence | inhibition, % at 9 µM | 0.17% of 370,000 active;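 active = inhibition above the mean inhibition of all tested compounds plus 3 SD, set per campaign, cut at about 52% in these data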;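 note: 0% = DMSO treated cells and 100% = cells given Gossypol at 36 µM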
TWEAK Fn14 block = TWEAK-Fn14 signaling inhibition. 2% of 360,000 active. TWEAK-stimulated Fn14 reporter cells, luciferase luminescence, 8 h. inhibition, % at 10 µM. AID 1159606; in the data active = inhibition above about 50%
The depositor's hits bear a star; nt = not tested or not shown. Not a hit list; about 4.2% have a hit in one of these screens.

SMILES	NCOA3 inh	COUP-TFII inh	TRAIL sens C8	TROY NFkB inh	KKLEB cytotox	SRC1 inh	NR5A2 inv ag	CF NFkB inh	EBV LMP1 NFkB	SRC2 inh	TWEAK Fn14 block
O=c1sc2ccccc2n1COc1ccc(Cl)cc1	-24	-19	7	-63	-2	-40	-73	-8	-31	-38	-9
CCCCCCCC(=O)Nc1ccc(S(=O)(=O)Nc2nccs2)cc1	11	9	11	-1	-10	-1	2	-32	2	-7	3
CCCCN(C(=O)CSCc1c(C)noc1C)c1c(N)n(CCCC)c(=O)[nH]c1=O	-5	-4	-38	-2	-7	-2	-14	-6	-1	0	-6
CCn1cc(C2=NOC(C(=O)Nc3cc(C)nn3-c3ccccc3)C2)c(C)n1 (centres undefined)	12	22	1	12	-13	3	-14	-12	3	-24	7
CC(=O)c1cc(F)c(N2CCN(C(=O)C(C)(C)C)CC2)cc1C	11	-8	6	-7	-6	-13	2	10	0	-4	2
Cc1c(C)n(-c2ccc(Cl)cc2)c2ncnc(N)c12	18	3	-4	-12	3	9	-3	39	2	-5	11
Cc1ccc2cccc(OCC(=O)Nc3ccc(N4CCOCC4)cc3)c2n1	3	1	-2	-37	-2	18	4	-1	4	-25	-14
CN(C)c1nnnn1-c1ccccc1Oc1ncc(C(F)(F)F)cc1Cl	9	10	-4	-10	-2	-8	19	-1	-3	-40	-26
CSc1ccccc1OCc1cc(C(=O)N(C)Cc2ccncn2)no1	-75	-13	-3	-25	10	-40	-57	-2	-21	-46	-28
CN(C)[C@H]1CCN([C@H]2CS(=O)(=O)N[C@@H]2COCc2ccccc2)C1	12	6	-6	-23	6	3	-5	0	nt	-12	-11
COc1ccc(C2c3[nH]c4ccccc4c3C[C@H]3C(=O)N(CCCO)CC(=O)N23)c(OC)c1 (some centres undefined)	-3	-24	-1	7	-6	-7	7	7	3	-31	-7
CCO[C@H]1OC(C(=O)O)=C[C@@H](c2coc3ccccc3c2=O)[C@@H]1CCCO	-4	-6	-20	3	-3	4	-24	-25	-3	-3	7
COC(=O)[C@H](CCSC)NC(=O)Nc1cc(C)ccc1C	-5	-3	-9	-5	-2	-16	5	-9	6	13	-7
CCCCNC(=O)CSc1nc(COc2ccccc2)nc2ccccc12	13	11	7	0	3	-42	-11	21	1	-41	2
Cn1c(=O)c2c(nc(CN3CCN(C(c4ccccc4)c4ccccc4)CC3)n2CC(N)=O)n(C)c1=O	-7	-4	7	-2	-9	11	-10	0	-6	-8	6
COC(=O)Cc1c(O)ccn(C2CC2)c1=O	8	9	-2	-16	-2	-2	-1	7	-3	6	-5
CCOC(=O)N1CCN(C(=O)CSCc2nc(-c3ccccc3C)oc2C)CC1	2	10	9	-4	16	3	-10	3	-37	-10	-17
COc1ccc(C2=C(c3ccc([N+](=O)[O-])cc3)C(=O)OC2)cc1	13	1	-9	10	-2	3	2	14	-2	1	-2
CCNC(=S)Nc1ccc(Cl)c([N+](=O)[O-])c1	-10	-4	13	6	7	-18	12	6	2	-23	-12
CNS(=O)(=O)c1cccc(C(=O)OCC(=O)c2c(N)n(C)c(=O)n(C)c2=O)c1	10	-7	3	-10	2	-13	-2	0	-4	17	-10
Cc1ccc(-c2cc(C(=O)NCc3ccc4c(c3)OCO4)no2)cc1	-3	0	9	-36	4	-6	-2	-3	3	-24	-12
Cc1nc(NC(=O)CSc2nc3ccccc3s2)sc1C(=O)N(C)C	-10	-17	-8	-20	-3	-8	3	-18	-10	-28	-11
CCC(CC)c1nnc(NC(=O)c2c(-c3ccccc3)noc2C)s1	-13	12	-5	11	0	6	0	-3	-1	-10	-13
O=C(/C=C/Nc1ccc(S(=O)(=O)Nc2ncccn2)cc1)c1cccs1	-27	9	9	42	2	-42	-49	11	-6	-23	60*
O=C(Nc1ccc(Cl)cc1)C1Cc2c(-c3ccccc3)ccnc2O1 (centres undefined)	-36	2	-2	16	-9	11	-31	-27	nt	-11	-3
CCOC(=O)CN(C(=O)COc1nc(C)cc(C)c1C#N)c1ccc(F)cc1	6	3	13	-9	4	-14	27	-8	1	18	-10
CCN(CC)S(=O)(=O)c1ccc2[nH]c(=O)cc(C(=O)Nc3ccc(C)cc3)c2c1	7	7	-1	18	-1	7	1	8	-2	-29	1
Cc1ccc(C(=O)Cn2nnc3c(sc4nc5c(c(-c6ccccc6)c43)CCC5)c2=O)cc1	16	-8	8	8	-2	-9	18	19	9	9	12
O=C(CN1c2cccc3cccc(c23)S1(=O)=O)N1CCOCC1	-6	-9	0	8	9	-7	4	3	3	-8	-1
O=C(COC(=O)/C=C/c1ccc(C(F)(F)F)cc1)NCC1CCCCC1	-23	4	4	-15	-3	-6	-6	-12	-27	-7	14
Cc1ccc(C(=O)N2CCN(c3ccc(F)cc3)CC2)cc1S(=O)(=O)N1CCCCC1	30	49*	21	24	-1	-10	11	-5	25	8	24
CN(C)/C=C/C(=O)c1ccccc1	5	-17	0	2	-7	2	-20	15	-2	-18	9
COc1ccc(OC)c(NC(=O)c2c(NC(=O)CCC(=O)O)sc3c2CCCCC3)c1	18	14	-4	-20	2	-44	8	0	-1	-5	-18
COc1cccc(NC(=O)CN(C)C(=O)CSC(=S)N2CCCC2)c1	18	17	17	-39	-10	-16	7	12	-6	1	3
CC(=O)Cc1nsc(NC(=O)c2cc(-c3ccccc3Cl)oc2C)n1	-20	-5	-11	-5	2	-5	19	-3	-9	-3	-21
CCSc1nnc(NC(=O)CN2C(=O)N(C)C3(CCCCC3)C2=O)s1	-7	-12	-1	11	-11	14	0	18	-1	-13	-9
COc1ccc(N2CCN(C(=S)Nc3ccc(C)cc3)CC2)cc1	20	8	-7	10	18	13	-10	-2	6	-33	-7
O=C(Cn1cccn1)N1CCCC(Nc2ccc(F)c(F)c2)C1 (centres undefined)	7	10	-1	11	0	-4	-18	1	-7	-33	6
COc1ccc(OCC(O)CN(C)C(=O)/C=C/c2cccc([N+](=O)[O-])c2)cc1 (centres undefined)	13	9	-8	4	-4	6	15	-1	10	2	-12
Cc1[nH]c2ccccc2c1C(=O)COC(=O)C1CC(=O)N(Cc2ccccc2)C1 (centres undefined)	0	-1	1	11	5	8	7	-6	-4	-13	9

Among those listed so far, three have a thiophene ring, fused or not.
SMILES	NCOA3 inh	COUP-TFII inh	TRAIL sens C8	TROY NFkB inh	KKLEB cytotox	SRC1 inh	NR5A2 inv ag	CF NFkB inh	EBV LMP1 NFkB	SRC2 inh	TWEAK Fn14 block
O=C(/C=C/Nc1ccc(S(=O)(=O)Nc2ncccn2)cc1)c1cccs1	-27	9	9	42	2	-42	-49	11	-6	-23	60*
Cc1ccc(C(=O)Cn2nnc3c(sc4nc5c(c(-c6ccccc6)c43)CCC5)c2=O)cc1	16	-8	8	8	-2	-9	18	19	9	9	12
COc1ccc(OC)c(NC(=O)c2c(NC(=O)CCC(=O)O)sc3c2CCCCC3)c1	18	14	-4	-20	2	-44	8	0	-1	-5	-18

(further entries)
SMILES	NCOA3 inh	COUP-TFII inh	TRAIL sens C8	TROY NFkB inh	KKLEB cytotox	SRC1 inh	NR5A2 inv ag	CF NFkB inh	EBV LMP1 NFkB	SRC2 inh	TWEAK Fn14 block
CCOC(=O)C1CCCN(C(=O)c2ccc3oc(Cc4ccccc4)nc3c2)C1 (centres undefined)	-74	-31	7	-23	6	-66	-89	-2	-33	-46	-19
CCOCCCn1c(=S)[nH]c2cc(C(=O)NCCc3ccccc3)ccc2c1=O	-13	-11	6	13	-28	-28	-27	-2	-6	7	19
O=Cc1ccccc1OCc1ccc2c(c1)OCO2	-107	-30	48	-2	1	-138	-73	-2	-13	-37	30
CC1=C(C(=O)N(C(C)C)C(C)C)CC(CC(=O)NC2CC2)C(=O)N1CCCN1CCCC1=O (centres undefined)	-1	7	-12	75*	-2	4	-7	-42	nt	-7	11
CCOc1ccc(Cl)cc1-c1cc(C(=O)NCc2ccccc2)[nH]n1	-2	-4	2	-5	8	-4	1	-2	nt	-13	18
COCCn1c(=S)[nH]c2cc(C(=O)N3CCN(C4CCCCC4)CC3)ccc2c1=O	-15	10	-4	10	-4	-1	-42	10	-17	-14	-1
O=S(=O)(c1ccccc1)c1cnn2c(C(F)(F)F)cc(-c3ccccc3)nc12	-7	2	5	19	-2	6	7	4	-6	-10	0
CC(NC(=O)CCNC(=O)c1ccccc1Cl)C1CC2CCC1C2 (centres undefined)	14	-9	2	23	1	21	19	14	1	-6	4
CCCCN1C(=O)C(CC(=O)NCc2cccs2)CC(C(=O)N(C)C)=C1C (centres undefined)	14	-9	0	1	11	10	-4	-2	0	1	12
O=C(CN1C(=O)c2ccccc2S1(=O)=O)Nc1ccccc1C(=O)NCc1ccco1	7	-12	2	1	-1	-1	8	8	-10	-8	10
CC(O)(CC(=O)CC(=O)c1ccccc1)c1ccccc1 (centres undefined)	10	0	4	-9	0	7	0	-10	8	17	20
Cc1cccc(C)c1OCc1cc(C(=O)N2CCN3CCCC3C2)no1 (centres undefined)	-3	1	-7	-21	12	-26	-5	-10	-9	-22	-16
Cc1cc(NC(=O)NC2(C(F)(F)F)Oc3ccc(Cl)cc3O2)no1 (centres undefined)	-41	nt	47	-179	-10	-14	-24	11	-8	nt	-107
Cn1nc(C(=O)NCc2ccc(Cl)cc2)c2c1-c1ccccc1S(=O)(=O)C2	0	0	8	-3	-10	4	18	4	9	3	-33
COc1ccc(CN2CCC(C(=O)c3ccc(F)cc3)CC2)cc1	-5	10	1	2	8	2	3	-7	-4	-28	-12
COc1ccc(N2CCN(C(=O)C3CCCN(c4ncnc5c4nc4n5CCCCC4)C3)CC2)cc1 (centres undefined)	8	1	-8	10	-12	-8	4	16	nt	3	-20
CCOc1ccc(NC(=O)Nc2cc(OCC(F)(F)F)cc(OCC(F)(F)F)c2)cc1	20	5	21	34	-1	6	-6	-1	0	11	41
CC(C)C1N=C2c3ccccc3N=C(SCc3cc(=O)n4cc(Cl)ccc4n3)N2C1=O (centres undefined)	4	-10	18	21	-2	-11	-6	-27	-33	4	3
COc1cc(CCC(=O)N2CCN(c3ccccc3)CC2)cc(OC)c1OC	-2	1	-5	-1	8	3	-4	-7	-2	-11	1
COc1cccc(CN2CC(C(=O)N3CCCC3)CCC2=O)c1 (centres undefined)	6	-2	-17	-3	0	-7	5	-1	0	4	-1
COc1ccc(NC(=O)CC2C(=O)N(c3cccc(C)c3)C(=O)N2C2CCCCC2)cc1 (centres undefined)	18	7	8	-14	-7	-6	-4	-8	2	12	10
COc1cccc(NC(=O)Nc2ccc3c(c2)nc(C)n3C)c1	-66	-48	82*	-17	-9	-97	-150	-8	2	-33	25
O=C1CCCCCN1CSc1nc2ccccc2s1	-8	1	-15	24	1	-15	-6	-4	2	-7	12
O=P(OC1CCCCC1)(OC1CCCCC1)C(O)c1ccc(Cl)cc1Cl (centres undefined)	20	6	-5	16	-8	-3	-4	-6	0	-2	-8
O=C(Oc1ccccc1)c1ccccc1OS(=O)(=O)c1ccccc1	6	-7	1	4	-27	-8	13	-1	-62	-44	-12
Cc1oc2c(CN3CCCC3)c(O)ccc2c(=O)c1-c1ccccc1	1	nt	-5	4	3	-3	0	0	-7	nt	9
CCOc1ccc(/C=N/n2nnnc2N)cc1O	-10	-11	5	15	-1	-1	0	5	-5	-18	-11

Source: PubChem (several laboratories)
